EZH2 inh: blocks human EZH2/PRC2 H3K27 methylation | Q15910 | DELFIA TRF, 1 h | inhibition, % at 12.5 µM | actives 0.35% (n = 57,000) | AID 651548;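 active = mean inhibition of replicates at least 50% and every single replicate also reaching 50%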;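 note: dimethyl H3K27 on biotinylated H3 21-44 peptide detected by antibody; plate controls were median neutral control wells for no effect and median positive control wells for full effect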
IDH1 mut inh: blocks human IDH1 R132H reductase activity. O75874. diaphorase/resazurin fluorescence, 60 min. inhibition, % at 10 µM. actives 0.18% (n = 70,000). AID 624101; in the data active = inhibition above about 34%;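 note: 0% = DMSO and 100% = no enzyme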
Target sequence (O75874 whole entry R132H): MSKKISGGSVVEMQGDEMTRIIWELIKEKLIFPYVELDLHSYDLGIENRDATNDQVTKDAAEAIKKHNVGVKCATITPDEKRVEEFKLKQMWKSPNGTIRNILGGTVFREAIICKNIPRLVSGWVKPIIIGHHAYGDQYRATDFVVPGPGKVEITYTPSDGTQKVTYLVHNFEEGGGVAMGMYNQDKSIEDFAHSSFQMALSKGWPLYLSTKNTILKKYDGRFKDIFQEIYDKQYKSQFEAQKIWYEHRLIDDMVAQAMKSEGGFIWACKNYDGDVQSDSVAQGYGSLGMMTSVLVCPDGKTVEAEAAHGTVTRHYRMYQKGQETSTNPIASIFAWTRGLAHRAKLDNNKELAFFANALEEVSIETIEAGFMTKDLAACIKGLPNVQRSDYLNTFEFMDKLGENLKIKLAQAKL
Starred values were filed as active, the others as inactive.

`C[C@@H]1CN([C@H](C)CO)C(=O)c2cc(NC(=O)CCCN(C)C)ccc2O[C@@H]1CN(C)S(=O)(=O)c1ccc(Cl)cc1` gave EZH2 inh 13 and IDH1 mut inh -2.5.
For CC(C)(C)C(=O)CSc1nnc(-c2ccco2)o1 the results were EZH2 inh 18 and IDH1 mut inh 0.5.
Screening C[C@H]1CN([C@@H](C)CO)C(=O)Cc2cc(NS(=O)(=O)c3cn(C)cn3)ccc2O[C@@H]1CN(C)C(=O)Nc1ccc2c(c1)OCO2 returned IDH1 mut inh -0.2.
Screening CCC(=O)N[C@H]1CC[C@H](CC(=O)NCc2ccccc2OC)O[C@@H]1CO returned EZH2 inh 19 and IDH1 mut inh 0.2.
Screening Cc1ccc(S(=O)(=O)N(C)C[C@@H]2Oc3ccc(NS(=O)(=O)c4ccc(F)cc4)cc3CC(=O)N([C@@H](C)CO)C[C@H]2C)cc1 returned IDH1 mut inh -0.4.
For O=C(N[C@H]1CC[C@H](CCNC(=O)C2CCCC2)O[C@@H]1CO)c1ccncc1 the results were EZH2 inh 1 and IDH1 mut inh 0.0.
For CNC[C@@H]1Oc2ccc(NS(C)(=O)=O)cc2C(=O)N([C@@H](C)CO)C[C@H]1C the results were EZH2 inh 4 and IDH1 mut inh -0.7.
CC(C)NC(=O)N(C)C[C@@H]1Oc2ccc(N(C)C)cc2C(=O)N([C@@H](C)CO)C[C@H]1C was read as EZH2 inh -10 and IDH1 mut inh 0.4.
`C[C@@H]1CN([C@H](C)CO)S(=O)(=O)c2ccc(-c3ccc(C(=O)N(C)C)cc3)cc2O[C@H]1CN(C)C(=O)Nc1ccccc1F` gave EZH2 inh -4 and IDH1 mut inh -1.0.
Screening CNC[C@H]1OCCCC[C@@H](C)Oc2ccc(NC(=O)Nc3ccc(OC)cc3)cc2C(=O)N([C@@H](C)CO)C[C@@H]1C returned EZH2 inh -4 and IDH1 mut inh 4.4.
For O=C(C[C@@H]1C=C[C@@H](NC(=O)c2ccc3c(c2)OCO3)[C@@H](CO)O1)NC1Cc2ccccc2C1 the results were EZH2 inh 1 and IDH1 mut inh 0.1.
COc1ccc(CN(C)C[C@@H]2Oc3ccc(NC(=O)CCCCCC(=O)Nc4ccccc4N)cc3CC(=O)N([C@@H](C)CO)C[C@@H]2C)cc1 was read as EZH2 inh 18.

The final seven compounds of the section before come first, to join the parts.
For O=C(N[C@H]1CC[C@H](CCNC(=O)C2CCCC2)O[C@@H]1CO)c1ccncc1 the results were EZH2 inh 1 and IDH1 mut inh 0.0.
For CNC[C@@H]1Oc2ccc(NS(C)(=O)=O)cc2C(=O)N([C@@H](C)CO)C[C@H]1C the results were EZH2 inh 4 and IDH1 mut inh -0.7.
CC(C)NC(=O)N(C)C[C@@H]1Oc2ccc(N(C)C)cc2C(=O)N([C@@H](C)CO)C[C@H]1C was read as EZH2 inh -10 and IDH1 mut inh 0.4.
`C[C@@H]1CN([C@H](C)CO)S(=O)(=O)c2ccc(-c3ccc(C(=O)N(C)C)cc3)cc2O[C@H]1CN(C)C(=O)Nc1ccccc1F` gave EZH2 inh -4 and IDH1 mut inh -1.0.
Screening CNC[C@H]1OCCCC[C@@H](C)Oc2ccc(NC(=O)Nc3ccc(OC)cc3)cc2C(=O)N([C@@H](C)CO)C[C@@H]1C returned EZH2 inh -4 and IDH1 mut inh 4.4.
For O=C(C[C@@H]1C=C[C@@H](NC(=O)c2ccc3c(c2)OCO3)[C@@H](CO)O1)NC1Cc2ccccc2C1 the results were EZH2 inh 1 and IDH1 mut inh 0.1.
COc1ccc(CN(C)C[C@@H]2Oc3ccc(NC(=O)CCCCCC(=O)Nc4ccccc4N)cc3CC(=O)N([C@@H](C)CO)C[C@@H]2C)cc1 was read as EZH2 inh 18.
Screening O=C(C[C@@H]1C=C[C@H](NC(=O)c2ccncc2)[C@@H](CO)O1)Nc1ccc(-c2ccccc2)cc1 returned EZH2 inh 7 and IDH1 mut inh 0.1.
Cc1ccc(N(C(C)C(=O)Nc2ccccc2Br)S(C)(=O)=O)cc1 (stereo not given) was read as EZH2 inh 5 and IDH1 mut inh -0.3.
For CCC(=O)Nc1ccc2c(c1)OC[C@@H](C)N(C(=O)NC(C)C)C[C@H](C)[C@H](OC)CN(C)C2=O the results were EZH2 inh 1 and IDH1 mut inh 0.2.
Screening CCCC#Cc1ccc2c(c1)O[C@@H](CN(C)S(=O)(=O)c1cccc(OC)c1)[C@@H](C)CN([C@@H](C)CO)S2(=O)=O returned EZH2 inh 14 and IDH1 mut inh 0.8.
For CCCC(O)C#Cc1cnc2c(c1)C(=O)N([C@H](C)CO)C[C@H](C)[C@H](CN(C)Cc1cccc(C)c1)O2 (stereo not given in full) the results were EZH2 inh -20 and IDH1 mut inh -1.6.
Screening Cc1noc(C)c1NC(=O)N(C)C[C@@H]1Oc2ncc(C#CC3CC3)cc2C(=O)N([C@H](C)CO)C[C@H]1C returned EZH2 inh -8 and IDH1 mut inh -1.5.
`COc1ccc([Si](C)(C)[C@@H]2[C@@H](CC(=O)N(CCO)Cc3ccccc3)O[C@]3(C(=O)N(C)c4ccccc43)[C@H]2C)cc1` gave EZH2 inh 16.
Screening O=C(N[C@H]1CC[C@H](CCNC(=O)c2ccccc2F)O[C@H]1CO)c1ccc2c(c1)OCO2 returned EZH2 inh 2 and IDH1 mut inh -0.2.
Screening C[C@H](CO)N1C[C@H](C)[C@@H](CN(C)C(=O)Nc2ccccc2)Oc2ccc(NC(=O)C3CC3)cc2C1=O returned EZH2 inh 12 and IDH1 mut inh -0.3.
`CCCC#Cc1cnc2c(c1)C(=O)N([C@@H](C)CO)C[C@H](C)[C@H](CN(C)C(=O)c1ccccc1)O2` gave EZH2 inh -6 and IDH1 mut inh 0.3.
`Cn1c(SCC(=O)Nc2cccc(C(F)(F)F)c2)nnc1-c1ccc(F)cc1` gave EZH2 inh -14 and IDH1 mut inh -0.3.
`CC(=O)c1cccc(NC(=O)CSc2nnnn2C)c1` gave EZH2 inh 4 and IDH1 mut inh -0.5.
`Cc1noc(C)c1NC(=O)Nc1ccc2c(c1)CC(=O)N([C@H](C)CO)C[C@@H](C)[C@H](CN(C)S(=O)(=O)c1c(C)noc1C)O2` gave IDH1 mut inh 0.0.
COc1ccc(CNC(=O)C[C@H]2C=C[C@@H](NC(=O)Nc3ccc4c(c3)OCO4)[C@H](CO)O2)cc1 was read as EZH2 inh -10 and IDH1 mut inh 0.0.
C[C@@H](O)C#Cc1cnc2c(c1)C(=O)N([C@@H](C)CO)C[C@H](C)[C@H](CN(C)C(=O)Cc1ccccn1)O2 was read as EZH2 inh 8 and IDH1 mut inh 3.1.
For Cc1sc(NC(=S)NC(=O)Cc2cccc3ccccc23)c(C(N)=O)c1C the results were EZH2 inh -7 and IDH1 mut inh 0.1.
COc1ccc([Si](C)(C)[C@@H]2[C@@H](CCO)O[C@]3(C(=O)N4c5c(cc(OC)cc53)C(C)=CC4(C)C)[C@H]2C)cc1 was read as EZH2 inh 31.
For C[C@@H]1CN([C@H](C)CO)C(=O)c2cccc(NC(=O)Nc3ccc4c(c3)OCO4)c2O[C@@H]1CN(C)Cc1ccncc1 the results were EZH2 inh 0.
`CO[C@H]1O[C@H](CO)[C@@H](OC(=O)Nc2ccccc2)[C@H](OC(=O)Nc2ccccc2-c2ccccc2)[C@@H]1OC(=O)Nc1ccccc1-c1ccccc1` gave EZH2 inh -23.
For C[C@@H]1CN([C@@H](C)CO)C(=O)c2cc(NS(=O)(=O)c3ccc(F)cc3)ccc2O[C@@H]1CN(C)Cc1ccc(Cl)c(Cl)c1 the results were IDH1 mut inh 0.0.
`COCCNC(=O)C[C@@H]1C[C@H]2c3cc(NC(=O)COC)ccc3O[C@H]2[C@@H](CO)O1` gave EZH2 inh 8 and IDH1 mut inh -1.0.
`C[C@H]1CCCCO[C@H](CN(C)C(=O)CCCN(C)C)[C@@H](C)CN([C@@H](C)CO)C(=O)c2cc(NC(=O)c3ccccc3)ccc2O1` gave EZH2 inh 0.
For C[C@@H]1CN([C@@H](C)CO)C(=O)c2cc(NC(=O)Nc3cccc4ccccc34)ccc2O[C@@H]1CN(C)Cc1ccccc1 the results were EZH2 inh 1 and IDH1 mut inh -0.1.
For C[C@@H]1CN([C@@H](C)CO)C(=O)c2cc(C#Cc3cccc(F)c3)cnc2O[C@@H]1CN(C)CC1CCOCC1 the results were IDH1 mut inh -0.4.
For C[C@H]1CN([C@@H](C)CO)C(=O)Cc2cc(NS(=O)(=O)c3ccc(Cl)cc3)ccc2O[C@@H]1CN(C)C(=O)NC1CCCCC1 the results were IDH1 mut inh -0.2.
For C[C@H](CO)N1C[C@H](C)[C@@H](CN(C)Cc2ccc(Oc3ccccc3)cc2)Oc2ccc(NC(=O)Nc3ccccc3)cc2CC1=O the results were IDH1 mut inh 0.1.
`CC(C)CC#Cc1ccc2c(c1)O[C@H](CN(C)C(=O)Cc1ccncc1)[C@H](C)CN([C@H](C)CO)S2(=O)=O` gave IDH1 mut inh -0.1.
C[C@H]1CCCCO[C@@H](CN(C)C(=O)c2ccccc2)[C@@H](C)CN([C@@H](C)CO)C(=O)c2cc(NC(=O)CCC(F)(F)F)ccc2O1 was read as IDH1 mut inh 0.8.
Screening COCC#Cc1cnc2c(c1)C(=O)N([C@H](C)CO)C[C@H](C)[C@@H](CN(C)C(=O)Nc1ccccc1OC)O2 returned EZH2 inh -11 and IDH1 mut inh -0.9.
CCCNC(=O)N(C)C[C@H]1Oc2cc(C#CCOC)ccc2S(=O)(=O)N([C@H](C)CO)C[C@H]1C was read as EZH2 inh -13 and IDH1 mut inh 0.2.
C=C1[C@H]2CC[C@@]3(C)[C@H](c4ccoc4)OC(=O)C[C@]13O[C@H]1C[C@H](O)C(C)(C)[C@H](CC(=O)OC)[C@]12C was read as EZH2 inh -3 and IDH1 mut inh 0.1.
`C[C@H](CO)N1C[C@H](C)[C@@H](CN(C)Cc2ccc(F)cc2)Oc2ncc(-c3cncnc3)cc2C1=O` gave EZH2 inh 13 and IDH1 mut inh -2.6.
COc1cccc(-c2cnc3c(c2)C(=O)N([C@@H](C)CO)C[C@H](C)[C@@H](CN(C)Cc2ccncc2)O3)c1 was read as EZH2 inh -4 and IDH1 mut inh -4.3.
`Cc1noc(C)c1NC(=O)Nc1ccc2c(c1)CC(=O)N([C@H](C)CO)C[C@@H](C)[C@H](CN(C)S(=O)(=O)c1ccc(Cl)cc1)O2` gave IDH1 mut inh -0.1.
`C[C@@H]1CN([C@@H](C)CO)C(=O)c2cccc(NS(=O)(=O)c3cccs3)c2O[C@@H]1CN(C)Cc1ccc(C(=O)O)cc1` gave IDH1 mut inh 0.9.
`Cc1cc(OCc2noc(CSc3ccc(C(F)(F)F)cn3)n2)cc(C)c1Cl` gave EZH2 inh 40 and IDH1 mut inh 1.3.

Already shown: an excerpt of the list.
`C[C@@H]1CN([C@@H](C)CO)C(=O)c2cccc(NS(=O)(=O)c3cccs3)c2O[C@@H]1CN(C)Cc1ccc(C(=O)O)cc1` gave IDH1 mut inh 0.9.
`Cc1cc(OCc2noc(CSc3ccc(C(F)(F)F)cn3)n2)cc(C)c1Cl` gave EZH2 inh 40 and IDH1 mut inh 1.3.

Back to the main list with the 2 entries that preceded the break.
`C[C@@H]1CN([C@@H](C)CO)C(=O)c2cccc(NS(=O)(=O)c3cccs3)c2O[C@@H]1CN(C)Cc1ccc(C(=O)O)cc1` gave IDH1 mut inh 0.9.
`Cc1cc(OCc2noc(CSc3ccc(C(F)(F)F)cn3)n2)cc(C)c1Cl` gave EZH2 inh 40 and IDH1 mut inh 1.3.
Screening CN(Cc1ccccc1)CC(O)CC(O)c1ccccc1 (stereo not given) returned EZH2 inh -8.
Screening CNC(=O)C1OC(n2cnc3c(NCc4cccc(I)c4)ncnc32)C(O)C1O (stereo not given) returned IDH1 mut inh -1.7.
C[C@@H]1CN([C@H](C)CO)C(=O)c2cccc(NC(=O)CCCCCC(=O)Nc3ccccc3N)c2O[C@@H]1CN(C)Cc1ccc(Cl)c(Cl)c1 was read as EZH2 inh -28.
CN(C)CCCNC(=O)C[C@H]1C=C[C@@H](NS(=O)(=O)c2ccc(F)cc2)[C@@H](CO)O1 was read as EZH2 inh 12 and IDH1 mut inh 0.2.
Screening O=C(CSc1nc(-c2ccccc2)c(-c2ccccc2)[nH]1)Nc1ccccc1F returned EZH2 inh 25 and IDH1 mut inh -0.3.
For O=C(Nc1ccc(S(=O)(=O)Nc2ncccn2)cc1)C1CCC1 the results were EZH2 inh -3 and IDH1 mut inh -0.2.
`Cc1ccc(S(=O)(=O)Nc2cccc3c2O[C@@H](CN(C)Cc2ccc(C(=O)O)cc2)[C@H](C)CN([C@@H](C)CO)C3=O)cc1` gave IDH1 mut inh 0.8.
`C[C@H](CO)N1C[C@H](C)[C@H](CN(C)S(=O)(=O)c2cccs2)OCCCC[C@H](C)Oc2ccc(NC(=O)CCC(F)(F)F)cc2C1=O` gave IDH1 mut inh 1.3.
Screening COc1ccc(NC(=O)N(C)C[C@@H]2Oc3ccc(NS(=O)(=O)c4cccs4)cc3CC(=O)N([C@@H](C)CO)C[C@H]2C)cc1 returned IDH1 mut inh 0.5.
`C[C@@H]1CN([C@@H](C)CO)S(=O)(=O)c2ccc(Br)cc2O[C@@H]1CN(C)S(=O)(=O)c1ccccc1` gave EZH2 inh -21 and IDH1 mut inh -0.1.
Screening CC(C)C#Cc1cnc2c(c1)C(=O)N([C@@H](C)CO)C[C@@H](C)[C@H](CN(C)C(=O)Nc1ccc(F)cc1)O2 returned EZH2 inh -148 and IDH1 mut inh -2.5.
For COc1ccc(S(=O)(=O)Nc2cccc3c2O[C@@H](CN(C)S(=O)(=O)c2c(C)noc2C)[C@H](C)CN([C@@H](C)CO)C3=O)cc1 the results were IDH1 mut inh -6.7.
Screening COc1ccc(NC(=O)N(C)C[C@@H]2Oc3ccc(NC(=O)Nc4cccc5ccccc45)cc3C(=O)N([C@@H](C)CO)C[C@H]2C)cc1 returned IDH1 mut inh -5.1.
Screening CC(C)NC(=O)Nc1ccc2c(c1)C(=O)N([C@H](C)CO)C[C@@H](C)[C@@H](CN(C)Cc1ccncc1)O2 returned IDH1 mut inh 0.9.
COCC#Cc1cnc2c(c1)C(=O)N([C@H](C)CO)C[C@@H](C)[C@@H](CN(C)C(=O)Nc1ccccc1F)O2 was read as EZH2 inh 2 and IDH1 mut inh 0.6.

Only part of the results is shown, so the mix of outcomes need not match the whole.
